TTR transcr act: TTR transcription activators in neuroblastoma reporter cells, primary screen, cell-based, luminescence, SH-SY5Y, TTR promoter Gaussia luciferase. 100% = recombinant luciferase protein wells. activation, % at 16.7 µM. actives 1.3% (n = 92,000);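 active means activation above the mean of all tested compounds plus 3 SD, cut at about 9.5% in these data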;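 further: cells exposed to compounds for one day before reading; 0% = median of all test compound wells on the plate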
Starred values were filed as active, the others as inactive. Not all compounds are listed; count on the stated rates, not on these rows.

TTR transcr act,Structure
0.4,Cc1nn(Cc2ccc(F)cc2)c(C)c1NC(=O)c1cnn2c1NC(c1cccs1)CC2C(F)(F)F (stereo not given)
7.5,Nc1cccc(CN2CCCC2)c1
-2.3,CCOC(=O)c1nc(C)n(-c2ccc(Cl)cc2)n1
-6.2,CS(=O)(=O)c1ccccc1-c1csc(N2CCC(C(N)=O)CC2)n1
5.4,CCN(CC)CCN(Cc1cc2ccc(C)cc2[nH]c1=O)C(=S)Nc1ccccc1C(=O)OC
1.7,Cc1cccc(N2CCN(C(=O)COc3cc(=O)n(C)c4ccccc34)CC2)c1C
-2.0,COC(=O)/C(=C1/Oc2ccc(C(C)(C)C)cc2S1)C(F)(F)F
0.0,CC12CCC(C(=O)Nc3ccccc3)(C(Br)C1=O)C2(C)C (stereo not given)
0.9,O=C(CN1C(=O)/C(=C\c2ccccc2F)SC1=S)Nc1nc2ccccc2s1
2.1,COc1ccc(SC[C@H](CC(C)C)N2CCN(CCc3ccccc3)CCC2=O)cc1
1.8,Cc1ccc(C(=O)O/N=C(\N)c2ccccc2)c(Cl)c1
-1.5,COc1ccccc1CN(C)C(=O)CNC(=O)c1cccc(Cl)c1
-0.5,O=C(O)c1ccc2c(c1)C(=O)N(c1ccc(Cl)cn1)C2=O
-1.5,COc1cc(CC(=O)OCC(=O)Nc2cc([N+](=O)[O-])ccc2F)cc(OC)c1OC
2.6,Cc1ccc(NC(=O)COC(=O)C2CC(=O)N(Cc3ccccc3)C2)cc1S(=O)(=O)N(C)C (stereo not given)
-0.8,O=C(CSc1ccc2nnc(-c3ccncc3)n2n1)NCc1ccco1
-1.4,Cc1cc(C)cc(S(=O)(=O)N2CCN(c3nc(-c4cccs4)nc4ccccc34)CC2)c1
-0.3,C/C(=N\NC(=O)c1nc2ccccn2c1C)c1cc2ccccc2o1
1.5,Cc1ccc(CSc2nccc(-c3c(C)nc4ccccn34)n2)cc1
-1.2,COc1cc(C(=O)NNC(=O)CN2C(=O)NC3(CCCC3)C2=O)cc(OC)c1OC
0.8,Cc1cccc(C2=NOC(=O)/C2=C\c2ccccc2F)c1
9.3,O=S1(=O)CSCS(=O)(=O)C1
1.2,CN1CCN(C(=O)C2CC(=O)N(c3ccc(F)c(Cl)c3)C2)CC1 (stereo not given)
-1.7,CC(=O)c1ccc(NC(=O)c2ccc(C)c(Br)c2)cc1
-1.8,COc1ccccc1C(=O)Nc1ccc2c(c1)nc1n2CCSC1

Brought forward from above: two compounds, then new ones.
TTR transcr act,Structure
-1.7,CC(=O)c1ccc(NC(=O)c2ccc(C)c(Br)c2)cc1
-1.8,COc1ccccc1C(=O)Nc1ccc2c(c1)nc1n2CCSC1
-0.2,CC1=N/C(=C/c2ccco2)C(=O)O1
-1.1,Cc1cc(C)c(NC(=O)CN(C)C(=O)C2CC(=O)N(c3cccc4ccccc34)C2)c(C)c1 (stereo not given)
-0.1,O=C(O)COc1ccc(/C=C2/SC(=S)N(Cc3ccccc3)C2=O)cc1
1.4,COc1ccc(OC)c2c(C)cc(N3CCN(C(=O)c4ccc(C)cc4)CC3)nc12
-0.5,O=C(O)Cc1ccc(-n2cccc2)cc1
0.1,Cc1ccccc1C(=O)Nc1ccc(Cl)cn1
-1.0,CC1=C(C(=O)N(C(C)C)C(C)C)CC(CC(=O)NCc2ccco2)C(=O)N1Cc1ccc(F)cc1 (stereo not given)
0.3,COc1ccc(-c2nn(-c3ccccc3)cc2C(=O)N2c3ccc(C)cc3C3CN(C)CCC32)cc1 (stereo not given)
-2.3,O=C(O)c1cccc(NC(=S)NC(=O)C(c2ccccc2)c2ccccc2)c1
2.1,Cn1c(=O)c2c(SCC(=O)NCc3ccco3)nc(-c3ccccc3Cl)nc2n(C)c1=O
4.5,CCN(C(=O)CN1CCOCC1)C1(C)C(=O)c2ccccc2C1=O
0.6,CCOP(=O)(OCC)c1nc(-c2ccccc2Cl)oc1N1CCOCC1
2.0,COc1ccc(C(=O)C2CCCN(C(=O)c3csc(SC)n3)C2)cc1F (stereo not given)
-0.4,COc1ccc2[nH]c(=O)c(-c3noc(-c4ccc(F)cc4)n3)cc2c1
4.6,Cc1ccc(NC(=O)[C@@H](NC(=O)c2cccc(S(=O)(=O)N3CCOCC3)c2)C(C)C)cc1C
-1.0,CCN(c1ccccc1)S(=O)(=O)c1ccc(Oc2ccc(C(C)=O)cc2OC)nc1
4.5,CCOc1c(Cl)cc(C2NC(=O)NC(C)=C2C(=O)NCc2ccccc2)cc1OC (stereo not given)
0.1,CN(C)/C=C/C(=O)c1ccc(Oc2ncccn2)cc1
-0.8,O=c1cnc2ccccc2n1CC1CCCCC1
-1.5,CC(O)(CS(=O)(=O)Cc1ccccc1Cl)C(=O)Nc1cccc(C(F)(F)F)c1 (stereo not given)
4.2,S=c1c2[nH]cnc2ncn1CCSc1ncnc2nc[nH]c12
1.8,CCOC(=O)c1sc(C)c2c1NC(C)(c1ccccc1)NC2=O (stereo not given)
-10,Cc1ccc(C2CC(c3cccs3)=NN2C(=O)c2ccc(Br)o2)cc1 (stereo not given)
-1.6,O=C(Nc1nc2ccc([N+](=O)[O-])cc2s1)c1c(F)cccc1F
-2.5,CC(=O)c1c(C)[nH]c(C(=O)CSc2nc3ccccc3c(=O)n2CCCN2CCOCC2)c1C
-0.7,Cc1ccc(NC(=O)CSc2nnc(CN3CCOCC3)n2-c2ccccc2)cc1
1.2,Cc1cc(C)n(CC(C)NCc2cn[nH]c2-c2cccc3ccccc23)n1 (stereo not given)
3.1,Cc1cc(C)c2c(N=NN(C)C)[nH]nc2n1
-1.0,CCOc1cc2[nH]c(=O)n(Cc3ccc(C(=O)NCCOC)cc3)c(=O)c2cc1OCC
3.1,CCC(=O)N(CCc1ccccc1)Cc1cc2cc(OC)ccc2[nH]c1=O
1.1,O=S(=O)(Nc1ccccn1)c1cccc(S(=O)(=O)c2ccc(Cl)cc2)c1
-1.0,N#C/C(=C(/O)CSc1ncn[nH]1)c1nc2ccccc2[nH]1
-1.2,CCCS(=O)(=O)c1nc(S(=O)(=O)c2ccc(C)cc2)c(N2CCN(C)CC2)s1
6.8,Cc1ccc(S(=O)(=O)NCC(=O)OCN2C(=O)c3ccccc3C2=O)cc1
2.5,C[C@@H]1CN([C@@H](C)CO)C(=O)c2cc(Br)cnc2O[C@@H]1CN(C)C(=O)Nc1ccc(F)cc1
-0.6,Cc1ccc(C)c(NC(=O)c2ccc3ccccc3n2)c1
2.9,COc1ccc(N2CCN(Cc3cc(=O)oc4cc(C)c(Cl)cc34)CC2)cc1
-1.5,COc1ccc(OC)c(N(CC(=O)Nc2ccccc2F)S(=O)(=O)c2ccccc2)c1
2.2,Fc1cc(NCc2ccccc2)nc(NCc2ccccc2)n1
-0.1,CC1CN(C(=S)Nc2ccc(SC(F)F)cc2)CC(C)O1 (stereo not given)
1.2,O=C1c2cccc([N+](=O)[O-])c2C(=O)N1c1c[nH]c(=O)[nH]c1=O
0.1,COCCCNc1nc(N)c([N+](=O)[O-])c(Nc2cc(OC)ccc2OC)n1
-0.5,CCCn1c(C(C)Nc2nc(C)cs2)nc2cc(Cl)c(Cl)cc21 (stereo not given)
-1.3,O=C(CCCN1C(=O)/C(=C/c2ccc3c(c2)OCO3)SC1=S)Nc1ccc(C(=O)O)cc1
0.6,Cc1ccc(C)c(NC(=O)CN(C)C(=O)c2ccc(S(=O)(=O)N(C)c3ccccc3)cc2)c1
0.1,Fc1cccc(Cn2ccc(-c3ccc4c(c3)OCO4)n2)c1
1.7,COC(=O)c1ccc2nc(-c3ccc(OC)c(OC)c3)c(Cc3ccsc3)n2c1
-2.5,COc1cccc(NC(=O)/C=C/c2ccc([N+](=O)[O-])cc2)c1
0.1,O=C(Nc1ccc2c(c1)OCO2)N1CCCc2ccccc21
-1.1,Brc1cnc2nc[nH]c2c1

(continued)
TTR transcr act,Structure
-0.9,CCOC(=O)NC(c1ccccc1)C1CCCCC1=O (stereo not given)
-0.2,COc1ccc(CC(=O)N/N=C/C=C/c2cccc([N+](=O)[O-])c2)cc1OC
1.3,C[C@H]1C2CC(OC(=O)Nc3ccc(F)cc3)C(C2)[C@H]2CCCCN21 (stereo not given in full)
0.3,COc1ccc(C=NN=C2c3ccccc3-c3ccccc32)cc1OC
-0.8,CCc1nnc(NC(=O)CSc2nnc(Cc3cc(=O)[nH]c(=O)[nH]3)n2-c2cccc(OC)c2)s1
2.3,CCOc1cc(N2CCOCC2)c(OCC)cc1NC(=O)c1c(-c2ccccc2)noc1C
-3.6,CCc1nc(C)cn1S(=O)(=O)c1cc(C)c(OC)c(C)c1C
0.0,Cc1ccc(-c2nnc(-c3ccc(NC(=O)c4cccs4)cc3)o2)cc1
4.3,COc1cccc(C(=O)NC(=S)NCc2ccco2)c1
-3.2,O=C(Nc1cccc(NC(=O)c2cccs2)c1)c1ccc([N+](=O)[O-])o1
-3.1,COc1ccc(C(=O)COC(=O)CN2C(=O)C3C4C=CC(C4)C3C2=O)cc1 (stereo not given)
1.7,O=C(NNC(=S)Nc1ccc(Br)cc1Cl)c1ccco1
-0.9,O=C(Cc1ccc(Br)cc1)Nc1ccc(S(=O)(=O)NCC2CCCO2)cc1 (stereo not given)
0.0,Cc1nc2ccccc2n1CC(=O)NCCN1CCCC1
-0.7,O=C(Nc1nc2ccccc2[nH]1)c1ccccc1F
-1.6,COc1ccc(Oc2nc(-c3ccncc3)nc3ccccc23)cc1
4.5,COc1ccc(CN2CCN(c3ccccn3)CC2)cc1OCc1ccccc1
31*,Cc1ccccc1OCCCSc1nc2ccccc2[nH]1
-1.2,CC(C)(C)n1nnnc1C(c1cccs1)N1CCN(Cc2ccccc2)CC1 (stereo not given)
0.5,O=C(Nc1ccc(S(=O)(=O)N2CCCC2)cc1)C1CC(=O)N(c2ccc(F)cc2)C1 (stereo not given)
-0.7,O=C(Nc1nnc(-c2ccc(Cl)cc2)o1)NC1CCCCC1
0.9,O=C(COC(=O)/C=C/c1cccs1)NC1CCCCC1
0.7,O=[N+]([O-])c1ccccc1-c1ccc(C(=S)N2CCCCC2)o1
-0.6,Cc1nc2ccccc2c(=O)n1NC(=O)c1ccco1
0.0,CC1CCN(C(=O)CN2C(=O)c3cccc4cccc(c34)C2=O)CC1
3.3,O=C(c1ccc2c(c1)OCCO2)N1CCCCC1
8.6,CC(C)(C)c1ccccc1OCCOCCSc1ncccn1
2.5,CNC(=S)N1CCc2cc(OC)c(OC)cc2C1
-2.0,O=C(O)c1cc([N+](=O)[O-])ccc1NCCc1ccccc1
2.3,COc1cc(S(=O)(=O)N2CCN(C)CC2)c(OC)cc1Br
0.7,Cc1noc(C)c1C(=O)Nc1sc2c(c1C(N)=O)CCC2
6.0,COc1ccc(S(=O)(=O)NC(N)=NCCc2ccccc2)cc1
0.4,CC(=O)c1c(C)[nH]c(C(=O)OCC(=O)NC(C)c2ccccc2)c1C (stereo not given)
8.8,O=C(CN1CCN(c2ccc(F)cc2)CC1)NCc1cccs1
2.4,Cc1cn([C@H]2C[C@H](O)[C@@H](CCC(=O)NCCN3CCCCC3)O2)c(=O)[nH]c1=O
1.5,COc1cc(C2Nc3cccc4cccc(c34)N2)cc(OC)c1O
-2.4,Cc1csc2c(N3CCN(C(=O)Nc4ccccc4)CC3)ncnc12
2.5,C=CCSc1nnc2c(n1)OC(c1ccccn1)N(C(C)=O)c1ccccc1-2 (stereo not given)
1.4,O=C(CSc1nnc(-c2ccc(O)cc2)n1Cc1ccco1)c1cccs1
-0.4,Cc1ccc(C2(C)NC(=O)N(CC(=O)NNC(=O)c3ccccc3F)C2=O)cc1 (stereo not given)
-0.6,Cc1ccc(SCCCn2cncn2)cc1
-0.2,CC1CN(S(=O)(=O)c2cccc(C(=O)NN3CCN(C)CC3)c2)CC(C)O1 (stereo not given)
1.7,O=Cc1nc(-c2ccccc2Cl)n2ccccc12
0.0,COc1cc(OC)cc(C(=O)N2CCC(C(=O)c3ccc(F)cc3)CC2)c1
-3.1,O=C(CCl)Nc1c(C(=O)Nc2ccc3c(c2)OCCO3)oc2ccccc12
-0.8,CCOc1ccc(C(=O)c2cccs2)cc1
3.1,Cc1ccccc1NC(=O)COC(=O)/C=C/c1cn(-c2ccccc2)nc1-c1cccnc1
1.7,Cc1ccc(CSc2nc3c(cc2C#N)CCC3)cc1
0.9,N#Cc1ccc(NC(=O)CCc2ccc(S(=O)(=O)N3CCOCC3)cc2)cc1
-0.7,CC(=O)Nc1sc2c(c1-c1nc3ccccc3s1)CCOC2

Additional entries.
TTR transcr act,Structure
0.3,O=C(CNC(=O)c1ccc(Cl)cc1)NNc1c(F)c(F)cc(F)c1F
-0.9,CCOc1ccc(CNC(=O)CCS(=O)(=O)Cc2ccccc2C)cc1OC
0.1,Cc1ccccc1N(CC(=O)N/N=C/c1ccc(F)cc1)C(=O)c1ccccc1
1.0,CCN(CC(=O)NC1CCS(=O)(=O)C1)S(=O)(=O)c1ccc(C)cc1C (stereo not given)

Filtered by structure, those above with an aryl thioether with sulfur outside any ring (17)
TTR transcr act,Structure
2.1,COc1ccc(SC[C@H](CC(C)C)N2CCN(CCc3ccccc3)CCC2=O)cc1
-0.8,O=C(CSc1ccc2nnc(-c3ccncc3)n2n1)NCc1ccco1
1.5,Cc1ccc(CSc2nccc(-c3c(C)nc4ccccn34)n2)cc1
2.1,Cn1c(=O)c2c(SCC(=O)NCc3ccco3)nc(-c3ccccc3Cl)nc2n(C)c1=O
2.0,COc1ccc(C(=O)C2CCCN(C(=O)c3csc(SC)n3)C2)cc1F (stereo not given)
4.2,S=c1c2[nH]cnc2ncn1CCSc1ncnc2nc[nH]c12
-2.5,CC(=O)c1c(C)[nH]c(C(=O)CSc2nc3ccccc3c(=O)n2CCCN2CCOCC2)c1C
-0.7,Cc1ccc(NC(=O)CSc2nnc(CN3CCOCC3)n2-c2ccccc2)cc1
-1.0,N#C/C(=C(/O)CSc1ncn[nH]1)c1nc2ccccc2[nH]1
-0.1,CC1CN(C(=S)Nc2ccc(SC(F)F)cc2)CC(C)O1 (stereo not given)
-0.8,CCc1nnc(NC(=O)CSc2nnc(Cc3cc(=O)[nH]c(=O)[nH]3)n2-c2cccc(OC)c2)s1
31*,Cc1ccccc1OCCCSc1nc2ccccc2[nH]1
8.6,CC(C)(C)c1ccccc1OCCOCCSc1ncccn1
2.5,C=CCSc1nnc2c(n1)OC(c1ccccn1)N(C(C)=O)c1ccccc1-2 (stereo not given)
1.4,O=C(CSc1nnc(-c2ccc(O)cc2)n1Cc1ccco1)c1cccs1
-0.6,Cc1ccc(SCCCn2cncn2)cc1
1.7,Cc1ccc(CSc2nc3c(cc2C#N)CCC3)cc1
